ERb SRC1 inh: blocks coactivator binding to human estrogen receptor beta; inhibition, % at 25.6 µM; Q92731; 1.3% of 86,000 active; TR-FRET ER-beta LBD / SRC1-Cy5 peptide binding; receptor agonist-loaded with 1 µM estradiol;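 active = compounds whose percent inhibition of the receptor-coactivator binding signal exceeds about 50% in the single-dose screen, limit read from the data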;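 also: 0% = receptor plus peptide wells without compound and 100% = peptide-only wells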
Target sequence (Q92731 whole entry, looked up, the tested form may be a part): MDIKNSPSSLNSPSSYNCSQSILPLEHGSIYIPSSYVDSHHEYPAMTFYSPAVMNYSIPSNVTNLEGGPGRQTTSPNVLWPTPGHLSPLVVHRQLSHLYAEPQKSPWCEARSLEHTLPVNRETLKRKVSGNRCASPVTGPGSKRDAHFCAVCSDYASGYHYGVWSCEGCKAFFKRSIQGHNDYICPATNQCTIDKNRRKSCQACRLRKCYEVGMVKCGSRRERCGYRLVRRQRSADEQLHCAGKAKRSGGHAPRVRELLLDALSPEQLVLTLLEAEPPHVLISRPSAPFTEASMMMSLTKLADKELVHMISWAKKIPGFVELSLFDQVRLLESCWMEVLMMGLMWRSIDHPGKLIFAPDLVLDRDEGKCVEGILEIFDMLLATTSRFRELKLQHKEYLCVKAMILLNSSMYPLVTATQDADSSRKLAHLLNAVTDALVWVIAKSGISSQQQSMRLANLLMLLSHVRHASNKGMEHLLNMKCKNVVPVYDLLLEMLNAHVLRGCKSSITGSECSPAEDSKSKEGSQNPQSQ
CD11b adhes inh: CD11b/CD18-fibrinogen binding inhibition; K562 CD11b/CD18 adhesion to fibrinogen, ATPlite luminescence; Mn2+ added to activate the integrin; 0.54% of 93,000 active; inhibition, % at 10 µM;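 active = primary inhibition of 50% or more at 10 µM, then 40% or more on retest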; also: some results filed as inactive read as strong as hits
MT1-MMP txn act: MT1-MMP promoter transcription activation; HT1080 MT1-MMP promoter luciferase reporter, luminescence, overnight; stronger effect = higher value; activation factor at 10 µM; 0.16% of 86,000 active; AID 750;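 active = activation factor of at least 2 for MT1-MMP transcription at 10 µM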
Mac1 fbg enh: CD11b/CD18-fibrinogen binding enhancement | P05107+P11215 | K562 CD11b/CD18 adhesion to fibrinogen, ATPlite luminescence | activation, % at 10 µM | 0.07% of 93,000 active | AID 1499;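 active = 10 µM primary screen giving 50% or more activity, confirmed by 40% or more on retest at that dose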; also: strong numbers were not always called active; reference of the scale not given here
ERa SRC1 pot: ER-alpha (human) coactivator binding potentiation; P03372; TR-FRET ERalpha-LBD/SRC-Cy5 coactivator binding, 2 h; 100 = basal binding, no effect; coactivator binding (% of control), % at 25.6 µM; 1.3% of 86,000 active; AID 639; in the data active = activity above about 200%;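 also: binding measured in presence of low estradiol as agonist stimulus; 0% = peptide alone without receptor and 100% = receptor with peptide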
Target sequence (P03372 whole entry, looked up, the tested form may be a part): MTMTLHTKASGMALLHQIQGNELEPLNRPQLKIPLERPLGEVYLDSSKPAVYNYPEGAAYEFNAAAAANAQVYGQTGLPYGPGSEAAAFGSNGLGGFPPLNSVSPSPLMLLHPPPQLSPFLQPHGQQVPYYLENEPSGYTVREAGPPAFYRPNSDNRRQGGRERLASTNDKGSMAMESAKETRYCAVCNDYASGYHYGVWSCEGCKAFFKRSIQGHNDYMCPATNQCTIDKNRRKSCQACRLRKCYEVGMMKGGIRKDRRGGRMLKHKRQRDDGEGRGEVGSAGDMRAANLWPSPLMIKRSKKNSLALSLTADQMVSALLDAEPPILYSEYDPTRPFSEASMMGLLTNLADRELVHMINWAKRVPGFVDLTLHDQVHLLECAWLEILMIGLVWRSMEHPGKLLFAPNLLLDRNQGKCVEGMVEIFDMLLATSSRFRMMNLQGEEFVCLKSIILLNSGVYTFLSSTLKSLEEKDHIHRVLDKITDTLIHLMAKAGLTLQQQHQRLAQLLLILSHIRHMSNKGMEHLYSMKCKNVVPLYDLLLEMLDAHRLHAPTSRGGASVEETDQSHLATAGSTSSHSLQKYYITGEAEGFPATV
PLAP activator: activators of human placental alkaline phosphatase. 1.2% of 96,000 active. purified PLAP enzyme, luminescent substrate read-out; stronger effect = higher value. activation fold at 20 µM. P05187; in the data active = activation fold above about 2
ERa coact inh: ER-alpha (human) coactivator binding inhibition; P03372; TR-FRET ER-alpha LBD / SRC-1 peptide, estradiol-bound; inhibition, % at 25.6 µM; 1.7% of 86,000 active; AID 629; in the data active = inhibition above about 50%;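 also: 0% = receptor plus peptide control and 100% = peptide only without receptor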
FAK blocker: blocks human focal adhesion kinase activity. biochemical FAK kinase activity assay. inhibition, %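 (tested at 7 µM)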. 0.84% of 97,000 active; in the data active = inhibition above about 19%;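 also: 0% = DMSO and 100% = reference compound high control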
E coli WT exp: E. coli BW25113 growth inhibition, expanded screen. OD600 absorbance. growth inhibition, % at 100 µM. 0.15% of 98,000 active. AID 710;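 active = growth inhibition above about 50% at one test dose, limit read from the data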;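 also: growth measured after 20 h incubation at 37 °C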
The depositor's hits bear a star; nt = not tested or not shown; [ ] = dose if it differs, or a comment.

SMILES	ERb SRC1 inh	CD11b adhes inh	MT1-MMP txn act	Mac1 fbg enh	ERa SRC1 pot	PLAP activator	ERa coact inh	FAK blocker	E coli WT exp
CC1CC(C)CN(c2nc3c(c(=O)[nH]c(=O)n3C)n2CCCSc2nc3ccccc3s2)C1 (stereo unspecified)	-3	nt	1.2	nt	121	nt	-2	-1	nt
O=C(Nc1ccc(OC(F)F)c(Cl)c1)Nc1ccc2c(c1)OCO2	6	10	1.3	2	94	0.8	5	2	-2
Cc1nn(Cc2c(F)c(F)c(F)c(F)c2F)c(C)c1NC(=O)c1ccc(COc2ccccc2Cl)cc1	nt	-3	nt	-3	nt	1	nt	0	1
CCOC(=O)c1sc(N(Cc2ccccc2)C(=O)CSc2nnc(C3CC3)n2N)nc1C	9	3	1.1	-1	105	1.1	-2	nt	-2
CC(=O)NCCn1c(SCC(=O)NCC2CCCO2)nc2ccccc2c1=O (stereo unspecified)	-6	nt	1.3	nt	85	nt	4[fluorescence artefact?]	1	-4
c1ccc(C2(CNc3ccccn3)CCCC2)cc1	4	-32	1	2	104	0.8	-1	-1	12
Cc1ccc(S(=O)(=O)NCC(=O)OCC(=O)Nc2ncc(Cl)cc2Cl)cc1	42	-40	1.1	-4	69	1.6	57*[fluorescence artefact?]	1	1
COc1cc(/C=N/N2C(=O)c3ccccc3NC2(C)c2cccc([N+](=O)[O-])c2)cc(Br)c1O (stereo unspecified)	nt	28	nt	-6	nt	0.9	nt	3	-10
O=C(O)CCCCNCc1ccccc1	5[fluorescence artefact?]	12	1.1	0	107	1.2	1[fluorescence artefact?]	0	-1
Cc1cc(OCC(=O)c2ccc(Br)cc2)ccc1N1C(=O)CCC1=O	-2	46	nt	0	86	1.4	3	1	-11
CC(C)(C)c1ccc(C(=O)c2c[nH]c(C(=O)NCc3ccco3)c2)cc1	nt	3	nt	-4	nt	1	nt	-7	-2
COc1ccc(NC(C)=O)cc1NC(=O)CN1CCN(C(=O)c2ccco2)CC1	nt	-6	nt	1	nt	0.8	nt	-4	-8
CCN1CCN(Cc2c(O)ccc3c(=O)c(-c4ccccc4OC)coc23)CC1	nt	-12	nt	-1	nt	1.3	nt	0	3
CCC(CC)C(=O)Nc1cccc(S(=O)(=O)c2cccc(NC(=O)C(CC)CC)c2)c1	-4	-21	1	-2	116	0.9	14	1	-3
CC(CC1C(C#N)=C(N)SC(N)=C1C#N)c1ccccc1 (stereo unspecified)	-1	48	1.1	-8	81	1.4	0	-3	5
Cn1c(SCC(=O)NCc2cccs2)nnc1-c1ccncc1	-2	-13	1.1	-3	84	0.8	-29	-3	-2
COc1cccc(-n2c(SCc3c(C)noc3C)nnc2-c2cccc(S(=O)(=O)N(C)C)c2)c1	2	-8	1.1	-3	118	1.6	-2	-7	-5
Cc1nnc(C)n1/N=C/c1ccccc1	2	nt	1.1	nt	118	1.1	1	-6	3
CCOc1ccc(-n2c(N)c(C(=O)NCc3ccco3)c3nc4ccccc4nc32)cc1	15	-49	1.1	0	68	1.7	27	-2	-9
COc1ccc(/C=N/n2c(SC)nnc(C(C)(C)C)c2=O)cc1OC	-5	-13	1.1	1	97	1.6	-4	3	-2
CCOC(=O)C1CCN(C(=O)CN(c2ccc(OC)cc2)S(=O)(=O)c2c(C)noc2C)CC1	-2	-1	1	-1	114[fluorescence artefact?]	1.8	-2	4	6
CC(=O)NCCNC(=O)[C@H](Cc1ccccc1)NC(=O)c1cccs1	nt	1	nt	0	nt	1	nt	-1	4
Fc1ccc(CSc2ncnc3sc4c(c23)CCCC4)cc1	nt	-12	nt	3	nt	1	nt	2	-6
Cc1ccccc1N1C(=O)c2ccccc2NC1c1ccncc1 (stereo unspecified)	-25	nt	1.3	nt	97[fluorescence artefact?]	nt	-23	1	nt
COc1ccc(OCCOC(=O)c2ccc(-n3cnnn3)cc2)cc1	1	-28	1.1	-3	101	0.8	-5	0	3

Retrieved one by one from the entries so far:
SMILES	ERb SRC1 inh	CD11b adhes inh	MT1-MMP txn act	Mac1 fbg enh	ERa SRC1 pot	PLAP activator	ERa coact inh	FAK blocker	E coli WT exp
Cc1nn(Cc2c(F)c(F)c(F)c(F)c2F)c(C)c1NC(=O)c1ccc(COc2ccccc2Cl)cc1	nt	-3	nt	-3	nt	1	nt	0	1
Cc1cc(OCC(=O)c2ccc(Br)cc2)ccc1N1C(=O)CCC1=O	-2	46	nt	0	86	1.4	3	1	-11

(cont.)
SMILES	ERb SRC1 inh	CD11b adhes inh	MT1-MMP txn act	Mac1 fbg enh	ERa SRC1 pot	PLAP activator	ERa coact inh	FAK blocker	E coli WT exp
COC(=O)Cn1nc(-c2ccccc2)c2ccccc21	0	nt	1.1	nt	104	nt	-13	1	6
COc1ccc(OCc2cccc(C(=O)Nc3cc(C)on3)c2)cc1	2	nt	0.5	nt	125	nt	2	1	nt
CC(=O)c1c(C)[nH]c(C(=O)Nc2ccc(C)cn2)c1C	nt	-17	0.1	-4	nt	0.8	nt	-7	8
CCCCOC(=O)CSC1=C(C#N)C(c2ccc3c(c2)OCO3)CC(=O)N1 (stereo unspecified)	3	13	1.2	0	94	1	8	0	-8
CCOC(=O)N1CCN(C(=O)C2CCCN(Cc3nc(-c4ccc(Cl)cc4)oc3C)C2)CC1 (stereo unspecified)	-2	70*	1.1	-6	103	1.6	5	-6	3
COc1ccc(CNCC(O)(c2ccc(Cl)cc2)c2ccc(Cl)cc2)cc1	nt	-11	nt	2	nt	0.7	nt	7	5
CC1(C)C(c2cccs2)=NC(c2ccccc2)N1O (stereo unspecified)	-9	-17	1.2	-1	115[fluorescence artefact?]	0.9	-9	-4	4
Cc1cc(C)nc(NS(=O)(=O)c2ccc(NC(=O)CCCN3C(=O)c4ccccc4C3=O)cc2)n1	2	-8	1.1	-5	82[fluorescence artefact?]	1.4	0[fluorescence artefact?]	nt	nt
CCOC(=O)C1CCCN(C(=O)C2CCCN(S(=O)(=O)c3ccc4c(c3)oc(=O)n4C)C2)C1 (stereo unspecified)	-1	3	1.1	-1	104	1.5	-2	4	2
O=C1CCCN1c1ccc(S(=O)(=O)N2CCC(c3ccccc3)CC2)cc1	-6	-10	1.4	53	121[fluorescence artefact?]	0.7	-5	-2	-8
CCOC(=O)c1nc2nc(C)cc(=O)n2[nH]1	-11	-3	1.1	-5	110	1.1	0	nt	-8
Fc1ccc(C2CC(c3ccco3)n3ncnc3N2)cc1 (stereo unspecified)	-3	nt	1.3	nt	128[fluorescence artefact?]	nt	-2	-10	11
O=C(CSc1ccc2nnc(-c3ccncc3)n2n1)Nc1ccccc1F	-4	-7	1.2	-2	101	0.8	-7	2	1
COc1ccc(-c2cn3c(n2)CCC3)cc1	0	11	1.7	-3	110	1	-1	-1	10
COc1ccccc1C(=O)Nc1ccc(S(=O)(=O)N2CCOCC2)cc1	-3	-3	1	1	112	0.9	-10	1	7
Cc1csc(Sc2ccc([N+](=O)[O-])cc2C(=O)OCC(=O)NC2CCCC(C)C2C)n1 (stereo unspecified)	3[fluorescence artefact?]	nt	1.1	nt	120	0.9	2	-3	0
Cc1ccc(CSC2=NCCN2C(=O)c2ccco2)cc1	-4	-8	1	-2	96	0.9	0	6	-7
CCOC(=O)Cc1c(C)c2c(C)nn(-c3ccccc3)c2oc1=O	-1	-5	1.2	4	116	0.9	1	-1	-7
Cc1cccc(-n2cnc3c(c2=O)c2nc4ccccc4nc2n3Cc2ccco2)c1	31	-22	1	0	134	1.8	20	nt	nt
Cc1ccc(S(=O)(=O)NCC(=O)N2CCC(C)CC2)cc1	29	4	nt	6	94	1	27	3	-4
CC1(C)CC(=O)C=C(NCCCNC2CCCCC2)C1	-3[fluorescence artefact?]	-9	1.1	-2	120	0.9	2	3	3
CCC(=O)N1CCc2cc(S(=O)(=O)CCC(=O)Nc3c(C)n(C)n(-c4ccccc4)c3=O)ccc21	-4	nt	1	nt	102	nt	-5	0	nt
NC(=O)C1CCN(CC(=O)NCc2ccccc2)CC1	-1	-4	1.2	1	106	0.8	2	-2	5
COc1cc(NC(=O)Cn2ncc3c2-c2ccccc2OC3)cc(OC)c1OC	-2	-6	0.9	-1	114	1.7	3	-9	-12
C=CCSc1nnc(-c2ccc(Cl)cc2Cl)o1	2	9	0.9	-6	87	1	-2	0	8

5 neighbouring entries already listed, quoted:
SMILES	ERb SRC1 inh	CD11b adhes inh	MT1-MMP txn act	Mac1 fbg enh	ERa SRC1 pot	PLAP activator	ERa coact inh	FAK blocker	E coli WT exp
CC1(C)CC(=O)C=C(NCCCNC2CCCCC2)C1	-3[fluorescence artefact?]	-9	1.1	-2	120	0.9	2	3	3
CCC(=O)N1CCc2cc(S(=O)(=O)CCC(=O)Nc3c(C)n(C)n(-c4ccccc4)c3=O)ccc21	-4	nt	1	nt	102	nt	-5	0	nt
NC(=O)C1CCN(CC(=O)NCc2ccccc2)CC1	-1	-4	1.2	1	106	0.8	2	-2	5
COc1cc(NC(=O)Cn2ncc3c2-c2ccccc2OC3)cc(OC)c1OC	-2	-6	0.9	-1	114	1.7	3	-9	-12
C=CCSc1nnc(-c2ccc(Cl)cc2Cl)o1	2	9	0.9	-6	87	1	-2	0	8

Later entries:
SMILES	ERb SRC1 inh	CD11b adhes inh	MT1-MMP txn act	Mac1 fbg enh	ERa SRC1 pot	PLAP activator	ERa coact inh	FAK blocker	E coli WT exp
COc1cc(NS(=O)(=O)c2ccc(F)cc2)c(OC)cc1NC(=O)C1CC1	-5[fluorescence artefact?]	-9	1.1	-2	97[fluorescence artefact?]	1.1	-24	nt	5
O=C(COc1ccc2ccccc2c1)NNC(=O)Cc1cccc2ccccc12	nt	-4	nt	6	nt	1	nt	2	-6
Cc1ccc2c(c1)nc(NCCCO)n2C	-14	0	1.1	-2	93	0.8	8	0	4
O=C(COc1ccccc1F)c1ccc(O)cc1O	11	1	1.3	-1	90	1.1	25	2	11
CS(=O)(=O)N(CC(=O)N1CCN(c2ccccc2F)CC1)c1cccc(C(F)(F)F)c1	-2	-2	1	1	117	0.9	-6	1	-5
CCOC(=O)C1=C(c2ccccc2)N=C2SCC(=O)N2C1c1ccc(OCC)c(OCC)c1 (stereo unspecified)	5	-20	nt	3	106	0.9	-9	0	-11
CCCCc1ccc(-c2ccc(Br)cc2O)nc1	-5	4	0.6	-4	98	1.4	-4	1	-13
Cc1noc(/C=C/N(C)C)c1S(=O)(=O)N1CCCC(C(=O)NCc2ccc(F)cc2)C1 (stereo unspecified)	6[fluorescence artefact?]	5	1	-14	96[fluorescence artefact?]	1.1	13[fluorescence artefact?]	-2	9
CCCn1c(SCC(=O)Nc2nnc(C(C)C)s2)nc2c1c(=O)n(C)c(=O)n2C	0	-6	0.9	-3	112	1	4	0	3
COc1cc(C(=S)N2CCC(C)CC2)ccc1O	-1[fluorescence artefact?]	-3	1.1	-1	85[fluorescence artefact?]	0.9	0[fluorescence artefact?]	-1	0
CN(C=O)CP(=O)(O)CCN1CCCC1=O	21	nt	1	nt	97	nt	1	-1	nt
CCOc1ccc(OCC)c(NC(=O)C2CCN(S(=O)(=O)c3c(C)noc3C)CC2)c1	3	6	nt	6	121	1.6	-6	0	-4
Cn1nnnc1SCC(=O)NCc1ccccc1	-4	nt	1.1	nt	111	nt	-1	-1	nt
CC(=O)N1CCc2cc(S(=O)(=O)NCCC(=O)N3CCN(c4ccccn4)CC3)ccc21	-2[fluorescence artefact?]	-13	1	2	102	1	2	32*	1
CSc1nnc2n(C3CCCCC3)c(=O)c3c4c(sc3n12)CCCC4	1	-11	1.1	3	102	0.9	4	nt	nt
COc1ccccc1NC(=O)N1CCCC1C(=O)NC12CC3CC(CC(C3)C1)C2 (stereo unspecified)	0	-6	1.1	0	114	1.2	2	0	-2
COc1cc(CNCCN2CCOCC2)ccc1OCc1ccccc1Cl	nt	16	nt	6	nt	1.3	nt	-12	5
O=C(NCCc1ccccc1)NC1CCCCC1	11	-16	0.8	3	102	0.9	-3	0	12
CCOC(=O)c1cnc2ccc(C(=O)OC)cc2c1NCCN1CCOCC1	1	13	0.9	1	112	1.4	-10	11	-3
O=C(Nc1ccc(S(=O)(=O)Nc2ncccn2)cc1)c1ccc(Br)s1	nt	3	nt	-4	nt	1.3	nt	0	-8
